FLuc modulator – inhibits or activates purified firefly luciferase, miR-21 counter-screen | purified FLuc, Km substrates, luminescence inhibition | Potency, µM (doses to about 57.5 µM), without a hit: top-dose activity change, negative = inhibition, usual class: inhibitors | 360,000 compounds, 6.9% hits;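 further: plate controls were vehicle for no effect and reference inhibitor for full effect; nearly all actives have a fitted effect of over 55% in size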
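Biochemical qHTS of compounds, final roughly 60 µM downward over six points, against 10 nM purified firefly luciferase using Km concentrations of substrates (10 uM D-luciferin, 10 uM ATP) in Tris acetate pH 7.5 buffer; luminescence output.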
BRCA1 expr act – activators of BRCA1 expression. MCF7-BRCA1-FFLuc reporter, luminescence, 48 h; response scale: scaled: vehicle 0%, 10 µM genistein 100%. 380,000 compounds, 1.1% hits. AID 624202. Potency, µM (doses to about 46.1 µM), without a hit: top-dose activation, hits mostly activators; further: nearly all actives have a fitted effect of over 80% in size; some results filed as inactive show a strong effect at the top dose
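Quantitative HTS in MCF7 cells stably reporting BRCA1 expression via firefly luciferase. Compound treatment lasts 48 h at 37 °C in phenol-red free MEM. Activation is expressed relative to genistein at 10 microM and DMSO.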
ELG1 genotoxic – genotoxicity induction in ELG1-luciferase HEK293T cells | HEK293T ELG1-luciferase reporter, luminescence, 16 h | 330,000 compounds, 1.3% hits | Potency, µM (highest dose often 46 µM), inactives show at the top dose activity change, positive = activation, most hits filed as activators; further: % of control where 0% means no effect; nearly all actives have a fitted effect of over 60% in size
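Screening used a luciferase reporter fused to human ELG1 in HEK293T cells. Luminescence was read on a CCD plate imager after 16 hr exposure and 30 min ONE-Glo incubation.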
NPC1 promoter act – NPC1 promoter activation. Huh7 NPC1 promoter luciferase reporter, 24 h. Potency, µM (highest dose often 9.22 µM), inactives show at the highest dose activation, actives largely listed as activators. 320,000 compounds, 2.4% hits. AID 485313;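 further: % of control where 0% means no effect; nearly all actives have a fitted effect of over 60% in size; reporter is driven by a mutant NPC1 promoter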
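Compounds in DMSO were transferred onto Huh7 NPC1-luciferase reporter cells pre-incubated 2 h; after 24 h at 37 °C, Amplite reagent was dispensed and luminescence recorded 10 min later.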
Rab9 promoter act – activators of Rab9 promoter. AID 485297. Potency, µM (highest dose often 9.22 µM), for inactives: at the highest dose activation, negative = inhibition, most hits filed as activators. 320,000 compounds, 2.8% hits. Huh7 Rab9 promoter-luciferase reporter, luminescence, 24 h; further: % of control where 0% means no effect; nearly all actives have a fitted effect of over 60% in size
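Cells were plated at 1500 per well in reduced-serum medium with 10% FBS and left 2 h. Compound in DMSO was then added for 24 h at 37 °C. Reporter signal was read by luminescence after 10 min with luciferase detection reagent.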
VP16 counter – Gal4-VP16 reporter inhibition counter-screen; Drosophila S2 Gal4-VP16 UAS-luciferase, luminescence, 20 h; Potency, µM (top dose mostly 53.6 µM), for the others: at the highest dose activity, negative = inhibition, actives largely listed as inhibitors; 310,000 compounds, 3.5% hits; AID 2546;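 further: Gal4-VP16 expression switched on by copper sulfate through the metallothionein promoter; on the % scale 0 is the no-effect control and ±100 the full control effect; nearly all actives have a fitted effect of over 50% in size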
p53 reactivator – restores transcriptional activity of mutant p53; H1299 p53-A138V BP100-luciferase reporter, luminescence, 24 h; Potency, µM (series often up to 92.2 µM), for inactives: at the highest dose activity change, positive = activation, most hits filed as activators; 320,000 compounds, 0.063% hits; AID 504706; further: % of control where 0% means no effect; nearly all actives have a fitted effect of over 45% in size
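p53-null H1299 cells stably carrying temperature-sensitive p53-A138V and a BP100-luciferase reporter were pinned with compounds (4-point, 1:5 series) and held 24 hrs at 37 deg C. Luminescence was read 10 min after detection reagent.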
RORg inh – ROR gamma (mouse) transcription inhibition. P51450. Drosophila S2 Gal4-RORgamma UAS-luciferase reporter, 20 h. Potency, µM (titrated, usually from 53.6 µM), without a hit: top-dose activity change, negative = inhibition, hits mostly inhibitors. 310,000 compounds, 5.4% hits; further: on the % scale 0 is the no-effect control and ±100 the full control effect; nearly all actives have a fitted effect of over 60% in size
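Read-out: Photinus luciferase luminescence; inhibitors lower reporter signal. Insect Schneider cells with Gal4-ROR gamma fusion under metallothionein promoter, UAS reporter; 700 uM final copper sulfate induction, 20 hr, ambient temperature.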
uPA generation – cell surface uPA generation inhibition | cell surface uPA generation assay, qHTS | Potency, µM (series often up to 38.3 µM), inactives show at the top dose activity change, negative = inhibition, actives largely listed as inhibitors | 330,000 compounds, 0.31% hits | AID 540303; active means well fitted inhibition curve with a large enough effect; inconclusive means small, poorly fitted or top-dose-only effect; inactive means no such curve, though single readings can be large or run the other way; tested in mouse RAW 264.7 cells; further: on the % scale 0 is the no-effect control and ±100 the full control effect; nearly all actives have a fitted effect of over 55% in size
MLL CXXC-DNA inh – MLL CXXC-DNA interaction inhibition; MLL-CXXC / FITC-HOXA9 DNA fluorescence polarization; 290,000 compounds, 0.037% hits; Q03164; Potency, µM (top dose mostly 115 µM), for the others: at the top dose activity change, negative = inhibition, most hits filed as inhibitors; active means well fitted inhibition curve with a large enough effect in the polarisation, with a control signal flat, not every such curve was filed as active; inconclusive means small, poorly fitted or top-dose-only effect, or effect the other way, or a change in a side signal; inactive means no such curve, though single readings can be large or run the other way; the % refers to the polarisation
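Fluorescence polarization: 7 uM MLL-CXXC (stock) preincubated 5 min with compounds, then 50 nM fluorescein-HOX-A9 DNA (stock) added; 30 min ambient. Buffer 50 mM Tris-HCl pH 7.5, 50 mM NaCl, 1 mM DTT, 0.05% BSA.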
MBNL1 CUG block – inhibitors of human MBNL1 binding to CUG repeat RNA; TR-FRET MBNL1-His/biotin-(CUG)12 binding, 665/545 ratio; Potency, µM (highest dose often 57.5 µM), for the others: at the highest dose activity change, negative = inhibition, hits mostly inhibitors; 280,000 compounds, 0.036% hits; AID 2675; active means well fitted inhibition curve with a large enough effect in the signal ratio, with a control signal flat, not every such curve was filed as active; inconclusive means small, poorly fitted or top-dose-only effect, or effect the other way, or a change in a side signal; inactive means no such curve, though single readings can be large or run the other way; the % refers to the signal ratio; further: on the % scale 0 is the no-effect control and ±100 the full control effect
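Compound titration spanned 92 nM–58 uM against the MBNL1-His/biotin-(CUG)12 complex. After 60 min at room temperature with 5 nM streptavidin-XL665 and 0.055 ng/ul terbium anti-His, ratiometric 665/545 nm emission (Ex 340 nm) normalized to controls.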
An asterisk follows results filed as active; ? = inconclusive; nt = no result given; [ ] = dose if it differs, or a comment. Unless noted, the call rests on the fitted dose curve; in most records, active means well fitted curve in the direction sought with a large enough effect; inconclusive means small, poorly fitted or top-dose-only effect, or another doubt; inactive means no such curve, though single readings can be large; an effect the other way counts as inactive or inconclusive. Potency means the concentration at half of the fitted maximal effect. A portion of the library; count on the stated rates, not on these rows.

SMILES,FLuc modulator,BRCA1 expr act,ELG1 genotoxic,NPC1 promoter act,Rab9 promoter act,VP16 counter,p53 reactivator,RORg inh,uPA generation,MLL CXXC-DNA inh,MBNL1 CUG block
COc1ccc(-c2coc3cc4oc(=O)c(CC(=O)O)c(C)c4cc23)cc1,?,-9.5%,-0.8%,0.4%,-1.2%,3.7%,0.3%,-0.3%,-3.9%,-4.4%,4.9%
O=C(CCCCCNC(=O)N1CCn2c1nc1ccccc12)NCc1ccccc1,?,11.2%,-1.2%,-0.2%,-2.3%,-9.6%,-2.9%,4.4%,3.3%,-6.5%,-1.4%
CCOC(=O)C1=NNC2C(=O)N(C3CCCCC3)C(=O)C12 (configuration not stated),-2.9%,0.0%,-3.6%,2.2%,-1.5%,-1.1%,-16.8%,-3.6%,3.0%,10.5%,-5.2%
Cc1ccccc1C(=O)N1CCN(c2ccc([N+](=O)[O-])c(N3CCOCC3)c2)CC1,-0.6%,-10.6%,-4.5%,-2.8%,-0.2%,-2.0%,-2.1%,14.0%,-1.9%,12.4%,?
O=C(Nc1ccon1)c1cc(-c2ccccc2)nc2ccccc12,-12.1%,-11.9%,-4.9%,-0.2%,-0.1%,?,-3.6%,?,-7.1%,-2.1%,13.5%
Cc1ccc(-n2nc(-c3ccccc3)cc2Nc2ccccc2N)cc1,?,-4.6%,-2.9%,1.3%,-0.8%,-4.7%,-14.3%,-4.9%,3.6%,-1.0%,?
Cc1cc(-c2nn(-c3ccccc3F)cc2CN2CCCC(C(N)=O)C2)c(C)s1 (configuration not stated),-1.3%,-1.4%,-0.2%,-4.6%,0.9%,0.8%,8.9%,-1.0%,1.2%,-0.5%,-14.5%
CC(Oc1cccc(Cl)c1)C(=O)N1CCN(c2ncccn2)CC1 (configuration not stated),5.3%,17.6%,0.2%,0.2%,0.8%,nt,-2.7%,nt,-4.3%,nt,nt
Cc1ccc(C2=Nc3cccnc3C(c3ccccc3)=NN2)cc1,10.7µM*,6.31µM*,?,3.55µM*,3.16µM*,11.1%,12.4%,-4.7%,-2.7%,3.9%,14.4%
CCOc1ccc(S(=O)(=O)Nc2ccc(S(=O)(=O)N3CCCC3)cc2)cc1,-1.8%,2.3%,1.2%,-3.9%,0.7%,4.6%,-1.9%,3.2%,-1.2%,15.3%,-9.4%
COCCSc1ccccc1C(=O)NCC1CCCO1 (configuration not stated),3.9%,-3.3%,nt,nt,nt,?,nt,-32.0%,12.4%,2.2%,6.8%
O=S(=O)(C(=CNc1ccccc1)S(=O)(=O)c1ccccc1)c1ccccc1,3.0%,-18.8%,0.3%,0.8%,2.7%,-6.4%,-19.7%,5.0%,0.5%,0.8%,?
Cc1cccc(-c2nc(C)cc(=O)[nH]2)c1,-0.5%,-0.5%,0.3%,-2.9%,-5.4%,9.2%,3.3%,18.3%,-2.8%,-3.5%,0.8%
CSc1oc(-c2ccc(F)cc2)nc1S(=O)(=O)c1ccc(F)cc1,0.8%,9.1%,-7.9%,-2.2%,-1.1%,-0.9%,2.1%,-2.3%,0.6%,2.7%,6.8%
COc1ccccc1N1CCN(C(=O)CCCN2C(=O)c3cccc4cccc(c34)C2=O)CC1,-15.7%,-6.3%,-11.2%,-2.2%,-4.8%,-17.3%,2.0%,-9.8%,-4.9%,-0.6%,?
NC(=Nc1ccc(Cl)cc1)c1ccccc1,-13.9%,37.4%,10.2%,1.6%,3.6%,-12.5%,21.0%,4.2%,-0.7%,3.9%,4.9%
CCN(CC)CC(=O)Nc1ccc([N+](=O)[O-])cc1,0.4%,11.7%,-2.6%,-2.0%,0.3%,7.9%[10 µM],-4.6%,2.1%,3.7%,1.4%,?
C/C(=N\NC(=O)c1cccc([N+](=O)[O-])c1)c1cccc(NC(=O)C2CC2)c1,-1.1%,-18.3%,-4.2%,-1.9%,-2.5%,-8.0%,-3.3%,-36.3%,0.8%,-2.7%,?
CCCCCn1c(=N)c(S(=O)(=O)c2ccc(Br)cc2)cc2c(=O)n3cccc(C)c3nc21,1.0%,7.5%,5.7%,-6.9%,1.7%,-6.5%,10.8%,-7.9%,0.0%,12.3%,2.1%
CC1CCCCC1Nc1nc2ccc(Cl)cc2n2cnnc12 (configuration not stated),-15.0%,-20.9%,2.9%,-3.0%,0.3%,-3.8%,1.4%,-14.8%,4.4%,15.6%,-1.6%
COc1ccc([N+](=O)[O-])cc1NC1CCN(C(=O)c2cccs2)CC1,1.4%,-3.4%,5.3%,-0.5%,6.2%,8.1%,6.6%,-0.3%,4.5%,19.9%,2.5%
O=C(Nc1c(C(=O)NCc2ccco2)cnn1-c1ccccc1)c1cccc(F)c1,-2.5%,2.1%,0.6%,-2.0%,0.3%,-0.1%,2.6%,19.3%,2.1%,3.7%,0.7%
CNC(=O)COC(=O)c1cc(SC)ccc1Cl,-1.4%,-9.3%,-0.5%,-3.6%,1.0%,2.4%,0.3%,-2.8%,-2.4%,1.6%,-0.1%
O=C(NCc1ccccc1Cl)NCc1ccccc1Cl,-18.3%,56.0%,5.7%,?,?,-2.1%,-3.0%,22.9%,-16.0%,-8.9%,nt
CCOc1ccccc1C(=O)N1CCN(c2cccc(Cl)c2)CC1,3.6%,?,-0.2%,-14.3%,-38.1%[inhibitor],-2.8%,4.4%,-38.8%,nt,-6.0%,0.2%

(continued)
SMILES,FLuc modulator,BRCA1 expr act,ELG1 genotoxic,NPC1 promoter act,Rab9 promoter act,VP16 counter,p53 reactivator,RORg inh,uPA generation,MLL CXXC-DNA inh,MBNL1 CUG block
O=C(COc1ncnc2ccccc12)Nc1cccc([N+](=O)[O-])c1,0.4%,-9.9%,1.1%,-1.0%,0.5%,2.7%,0.2%,21.9%,4.2%,-10.0%,?
CN1CCCN(Cc2ccccc2C(F)(F)F)CC1,3.3%,13.8%,3.6%,-3.4%,-2.2%,-6.9%,-0.3%,3.2%,-1.3%,-3.2%,2.2%
COc1ccc(OC)c(-c2cc(C(=O)Nc3cc(C)n(Cc4ccc(Cl)cc4)n3)no2)c1,4.8%,-91.4%,-8.7%,-8.8%,-11.9%,1.2%,20.2%,24.3%,nt,-14.2%,-6.5%
CCN(CC)C(=O)Cn1cc(C(=O)C(=O)N2CCCc3ccccc32)c2ccccc21,5.7%,-4.0%,-7.4%,-1.3%,0.9%,4.9%,0.0%,9.6%,2.8%,26.9%,-3.5%
COc1ccc(-c2ccc(C#N)c(OC(=O)c3c(Cl)cccc3Cl)n2)cc1,-0.2%,-59.6%,nt,nt,nt,-22.1%,nt,3.5%,-4.6%,-10.3%,-0.3%
O=C(/C=C/c1ccccc1)NCCCNC(=O)/C=C/c1ccccc1,?,-10.9%,3.8%,-2.8%,1.7%,-16.1%,-1.8%,-1.7%,-7.9%,?,-0.5%
NC(N)=NS(=O)(=O)c1ccc(NC(=S)NC(=O)/C=C/c2ccc(F)cc2)cc1,4.3%,-8.5%,5.0%,-1.7%,-4.8%,10.0%,-4.1%,-23.8%,-1.1%,3.0%,-15.6%
c1ccc2c(SCc3cn4ccccc4n3)nncc2c1,?,79.1%,7.6%,21.7%,?,-2.0%,?,-3.2%,-13.6%,-11.6%,nt
CN(C)CCN(C)Cc1c2ccccc2c(CN(C)CCN(C)C)c2ccccc12,1.6%,-32.0%,1.5%,-2.8%,-12.0%[1.84 µM],2.5%,1.1%,0.5%,1.7%,11.6%,?
O=C(Nc1cccc2c1CCCC2)c1ccccc1Cl,0.7%,2.3%,-4.7%,-1.1%,-0.7%,-9.5%,nt,0.6%,-3.0%,-3.3%,-2.0%
O=C(COC(=O)c1cc(=O)[nH]c(=O)[nH]1)Nc1cccc(S(=O)(=O)N2CCOCC2)c1,0.1%,9.6%,-0.1%,-5.9%,10.6%,-3.6%,2.8%,-7.0%,-0.7%,-1.4%,-4.0%
O=C(NCc1cccs1)C1CCN(S(=O)(=O)c2cccc3cccnc23)CC1,1.1%,-8.3%,-5.3%,3.2%,9.8%,5.7%,4.2%,-2.2%,-2.5%,-6.9%,8.5%
O=C(NCCCn1cccn1)c1cc(COc2ccc(F)cc2Cl)on1,16.9µM*,64.4%,-3.5%,16.3%,16.7%,?,0.4%,39.1%,0.6%,0.6%,9.0%
CCOC(=O)c1ccccc1NC(=O)COC(=O)C(CCSC)NC(=O)COc1ccccc1 (configuration not stated),-2.5%,-9.3%,4.9%,0.8%,-10.4%,nt,5.2%,nt,-2.8%,nt,nt
